FN deposit inh – fibronectin deposition inhibition. AH1F fibroblasts, Alexa488-fibronectin deposition fluorescence, overnight. inhibition, % at 12.6 µM. hit rate 0.086% among 350,000. AID 743247;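 active = mean inhibition across replicates of 30% or more, regardless of how many single replicates reach that level; inconclusive = mean under 30% yet at least half of replicates reach 30%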;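 note: positive control wells lacked labelled fibronectin entirely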
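Material: AH1F fibroblasts assembling fluorescent fibronectin matrix; amount: 10000 AH1F cells/well; medium: DMEM, 2% serum; reagent: Alexa488-fibronectin, 24 nM final in well; dosing: single compound dose, delivered by pin transfer; incubation: 1 h adhesion, overnight exposure; detection: fluorescence after three HBSS washes, excitation 485 nm, emission 525 nm; measure: fibronectin deposition inhibition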
PAX8 reporter – lowers PAX8-driven luciferase in RMG-I cells; RMG-I TPO-luciferase reporter, SteadyGlo, 24 h; inhibition, % at 12.6 µM; hit rate 1.2% among 360,000; AID 652154;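 active = mean replicate inhibition at least 60% with every replicate also reaching 60%; inconclusive = only one of the two criteria is met; inactive = mean below 60% and not all replicates reaching 60%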;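 note: luciferase light reporting Pax8 driven TPO promoter activity; plate controls were median of neutral control wells for no effect and mitoxantrone controls for full effect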
miR-122 sensor – inhibitors of miR-122 in Huh7 cells; Huh7 miR-122 Renilla luciferase sensor, 48 h; neutral wells = 0, positive control = 100; activation (reporter increase), % at 12.5 µM; hit rate 0.3% among 340,000; AID 602342;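 active = mean replicate activation score at least 90 and every replicate individually at or above 90; inconclusive = only one of the two criteria met; inactive = neither criterion met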;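 note: higher luciferase means less miR-122 activity so hits act as miR-122 inhibitors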
INS-1E GSIS act – primary screen for activators of insulin secretion dependent on glucose, INS-1E cells, GLuc reporter luminescence | INS-1E GLuc reporter insulin secretion, 2-3 h | activation, % at 16.6 µM | hit rate 0.61% among 370,000 | AID 743287;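 active = lowest replicate activation of at least 40%, so every replicate reaches that level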;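 note: 0% = median of neutral control wells and 100% = median of IBMX positive control wells; some compounds called inactive have numbers as strong as hits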
DENV2 CPE rescue – DENV2-induced cell death inhibition. hit rate 1.7% among 350,000. AID 651640. CPE inhibition, % at 9.99 µM. DENV2-infected cells, cytopathic effect rescue, plate reader; in the data active = CPE inhibition above about 20%, passing the limit was not always enough; inconclusive = no clear call, values can overlap the other calls; tested in BHK-21 cells;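 note: 0% = median of neutral control wells and 100% = median of positive control wells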
EWS-Fli block – EWS/Fli transcriptional activity inhibition | A673 NR0B1-luciferase reporter, viability-normalised | inhibition, % at 12.6 µM | hit rate 0.67% among 350,000 | AID 651661;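 active = mean inhibition of at least 50% after viability correction, with every replicate also passing that limit; inconclusive = mean reaches 50% but only one of two replicates passes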;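 note: firefly luciferase signal divided by Alamar Blue viability fluorescence both relative to DMSO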
F508del corr – correctors of CFTR F508del function in bronchial epithelial cells; activity (quench increase), % at 7.58 µM; hit rate 0.36% among 350,000; CFBE cells, YFP halide quenching; stimulated with forskolin plus potentiator P3; % fluorescence drop versus neutral controls;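 active = mean added fluorescence quench of at least 8% versus neutral control, with both replicates also reaching 8%; inconclusive = only one of the mean or replicate conditions met; inactive = mean below 8% and not both replicates reaching 8%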;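 note: cells transiently co-express mutant CFTR-F508del with the halide-sensitive YFP; corrector assay measuring rescue of mutant channel to the surface after 24 h compound exposure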
* = called active by the depositor; ? = inconclusive; · = not tested or not shown; & = joins results of further samples; [ ] = remark or other dose. No enrichment for hits; about 3.9% have a hit in one of these screens.

smiles,FN deposit inh,PAX8 reporter,miR-122 sensor,INS-1E GSIS act,DENV2 CPE rescue,EWS-Fli block,F508del corr
CC1(C(=O)O)CCCN1C(=O)c1cccc(C(F)(F)F)c1 (centres undefined),10,-17,-3,4,6,-5,-3.9
NCC[C@@H]1CC[C@H](NS(=O)(=O)Cc2ccccc2)[C@H](CO)O1,15,2,2[16.7 µM],12,4,1,0.6
Cc1noc(C)c1S(=O)(=O)N(C)C[C@@H]1OCc2cnnn2CCCC(=O)N([C@H](C)CO)C[C@@H]1C,-7&-8,-13&-2,-7,-3&10,-5&0,-6&4,-0.5&-0.3
Cc1cc(C)cc(NC(=O)CSc2nc3c(c(=O)n2C)SC(C)C3)c1 (centres undefined),2,22,1,·,8,6,4.6
O=C(Nc1ccccc1)c1ccc(Br)c(S(=O)(=O)Nc2cccnc2)c1,4,12,·,-1,·,·,·
O=C(C[C@@H]1C=C[C@@H](NC(=O)Nc2ccccc2F)[C@H](CO)O1)NCc1ccc(-c2ccccc2)cc1,-1,4,1[16.7 µM],5,12,4,-0.7
Cc1ccc(OCCn2cnc3c2c(=O)n(C)c(=O)n3C)cc1,1,2,-21,11,-2,27,-0.9
COc1cccc(CC2(CO)CCCN(Cc3sc(N4CCCC4)nc3Cl)C2)c1 (centres undefined),1,18,·,-16,-2,1,1.3
O=C(NCCCN1CCOCC1)c1ccc(CSCc2cccc(Cl)c2)o1,7,-5,3,-14,-2,1,-0.9
Cc1ccc(NCc2ccccc2F)cc1,4,-63,·,-9,·,·,·
C[C@H](CO)N1C[C@H](C)[C@@H](CN(C)C(=O)CCC(F)(F)F)OCCCC[C@H](C)Oc2ccc(NC(=O)NC3CCCCC3)cc2C1=O,·,·,9[16.7 µM],-12,-5,7,-1.7
COCC(=O)N1C[C@@H]2[C@H](c3ccccc31)[C@H](CO)N2C(=O)NC(C)C,·,7,12[16.7 µM],4,-6,9,2.7
CCCC(=O)Nc1ccc2c(c1)OC[C@H](C)N(C(=O)CC)C[C@@H](C)[C@H](OC)CN(C)C2=O,-31,-6,4[16.7 µM],7,14,9,0.9
COCCCNc1nc2c(c(=O)n(Cc3cccc(Br)c3)c(=O)n2C)n1C,-4,11,·,-4,?,3,-4.2
Cc1ccc(S(=O)(=O)OCCC2=CC(=O)CCN2Cc2ccccc2)cc1,-17,7,-18,-5,-1,2,3.7
O=C(Nc1ccc(Cl)c(Cl)c1)N1CCSCC1,6,-45,3,·,·,·,·
CN1[C@@H]2c3ccc(/C=C/c4ccccc4)c(=O)n3C[C@H]1[C@H](CO)[C@H]2C(=O)NC1Cc2ccccc2C1,-6,24,·,-12,1,1,·
COc1ccc(C(=O)O)cc1S(=O)(=O)NC(C)(C)C,-1,-13,-3,6,0,-1,2.2
COc1ccccc1CNC(=O)COC(=O)c1ccccc1-c1ccccc1,-3,2,1,-23,7,7,-0.7
O=C(Nc1ccsc1C(=O)O)c1ccc(Cl)cc1,-8,-19,·,-7,-1,-60,-7.6
C[C@@H]1CN([C@@H](C)CO)C(=O)c2cc(-c3ccc(C#N)cc3)cnc2O[C@@H]1CN(C)CC1CCOCC1,·,0,-6[16.7 µM],9,-6,-4,-1.4
Cc1cccc(N2CCN(c3ccc(N4C(=O)CCCC4=O)cc3[N+](=O)[O-])CC2C)c1 (centres undefined),3,2,-3,-4,·,·,·
C[C@@H]1CCCCO[C@H](CN(C)Cc2ccc(Cl)c(Cl)c2)[C@@H](C)CN([C@H](C)CO)C(=O)c2cc(NS(=O)(=O)c3cn(C)cn3)ccc2O1,·,3,18[16.7 µM],3,-9,-18,6.8
O=C(c1cc2c(s1)-c1ccccc1OC2)N1CCCC1,-1,-234,-3,-5,1,-88,5.1
Cc1occc1C(=O)N/N=C/C=C/c1ccccc1[N+](=O)[O-],5,-42,·,5,-4,-18,·
CCOc1ccc(CCNC(=O)CS(=O)(=O)Cc2nc(-c3ccccc3F)oc2C)cc1,-2,7,-3,3,2,-4,1.7
CO[C@H]1CN(C)C(=O)c2ccc(NC(=O)c3cnccn3)cc2OC[C@@H](C)N(CC2CC2)C[C@@H]1C,·,-24,·,11,22*,-7,-0.6
COc1cc(CCC(=O)N2CCN(c3ccccc3)CC2)cc(OC)c1OC,-2,-1,·,5,8,-1,-0.2
CC(=O)Nc1ccc(NC2=Nc3ccccc3N3C2=Nc2c(c(C)nn2-c2ccccc2)C3c2ccccc2)cc1 (centres undefined),-5,-5,-13,-6,·,·,·
C[C@H](CO)N1C[C@H](C)[C@@H](CN(C)CC2CCCCC2)OCCCC[C@H](C)Oc2ccc(NC(=O)c3ccncc3)cc2C1=O,·,0,9[16.7 µM],2,7,·,-0.5
COc1ccc(NC(=O)Cn2nnc(C(=O)NCc3cccs3)c2N)cc1OC,-5,-2,3,5,5,6,3.0
C[C@@H](NC(=O)C[C@@H]1CC[C@@H](NS(=O)(=O)c2cccc(F)c2)[C@@H](CO)O1)c1ccccc1,0,·,·,1,1,·,-0.5
Cc1cc2c(c(=O)o1)[C@@]1(C(=O)N(C)c3cccc(Br)c31)C1=C(CCCC1=O)O2,-4,-2,·,·,?,-8,0.6
CCOc1ccc(CCNC(=O)COC(=O)c2ccc(C)s2)cc1OCC,·,8,·,52*,8,·,1.8
Cc1cc(O)c(C(=O)/C=C/c2c(F)c(F)c(F)c(F)c2F)c(=O)o1,-9,11,3,5,-7,-29,-0.2
CC(C)NC(=O)N(C)C[C@H]1Oc2ncc(C#CC3(O)CCCC3)cc2C(=O)N([C@@H](C)CO)C[C@@H]1C,-2,·,13[16.7 µM],5,32*,-10,1.3
O=C(NC1CCN(c2ncccn2)CC1)c1cccc(F)c1,2,16,·,3,-7,-2,0.7
O=C(C1CCC1)N1CC2(C1)[C@H](c1ccccc1)[C@H](CO)N2Cc1nccs1,5,·,·,5,-7,-8,-2.4
CCN(CC(=O)Nc1c(F)cccc1F)C(=O)Cc1ccc(S(=O)(=O)N2CCOCC2)s1,·,0,3,-13,-7,5,0.2
COc1ccc(NC(=O)c2cc(OC)c(OC)c(OC)c2Br)cc1OC,·,-2,3,9,·,·,·
Cc1cnc(-c2nc3ccccc3n2C(C(=O)Nc2c(C)cccc2C)C2CC2)cn1 (centres undefined),-2,-20,·,5,2,-7,-1.1
COCCCNC(=S)N/N=C/c1ccc(OC)c(Br)c1,-1,-1,·,26,-1,4,-2.0
Cc1c(Cc2ccccc2)c(=O)oc2c(C)c(OCC(=O)Nc3ccc(C#N)cc3)ccc12,7,23,2,8,5,16,0.7
CN(C)S(=O)(=O)c1cccc(NC(=O)CN(CCO)CC(=O)Nc2cccc(S(=O)(=O)N(C)C)c2)c1,-7,32,0,2,-4,22,-6.8
CCOC(=O)CCc1c(C)c2c(C)nn(-c3ccccc3)c2[nH]c1=O,-2,7,-2,3,37*,-3,-1.6
O=C(O)CCC(=O)NNC(=O)COc1ccc(Cl)cc1Cl,-11,2,-1,-3,2,-40,0.2
CC(C)(C)NC(=O)COC(=O)c1ccccc1Nc1ccc(SC(F)F)cc1,-2,-85,3,-34,·,·,·
Cc1noc(C)c1NC(=O)N(C)C[C@@H]1Oc2ccc(NS(=O)(=O)c3ccc(Cl)cc3)cc2CC(=O)N([C@@H](C)CO)C[C@H]1C,·,-16,-2[16.7 µM],3,3,-9,-4.8
CCCC(=O)N(Cc1cc2cc(OC)ccc2[nH]c1=O)c1ccccc1OC,-1,-8,-1,-6,10,1,-0.7
COc1ccccc1NC(=O)COC(=O)c1ccc(S(=O)(=O)N2CCCCCC2)cc1,-7,-1,·,·,?,-3,-0.6
Cc1noc(C)c1S(=O)(=O)N(C)C[C@@H]1OCCCC[C@@H](C)Oc2ccc(NC(=O)c3ccccc3)cc2C(=O)N([C@H](C)CO)C[C@H]1C,·,1,-4[16.7 µM],-13,5,7,-0.8
CCC(=O)N1CCc2cc(Br)cc(S(=O)(=O)N3CCC(C(=O)NC(C)C)CC3)c21,-1,10,-6,6,-5,-6,1.4
CCn1c(SCC(=O)c2cc(OC)ccc2OC)nnc1C(C)C,-9,15,-4,·,·,·,·
COc1ccc(OC)c(C2C(C(C)=O)=C(C)Nc3ncnn32)c1 (centres undefined),-2,-8,-1,1,6,-9,-2.4
C[C@H](CO)N1C[C@H](C)[C@@H](CN(C)S(=O)(=O)c2cn(C)cn2)Oc2ccc(NC(=O)Nc3ccccc3)cc2CC1=O,·,-5,2[16.7 µM],-3,5,-10,1.4
O=C(Nc1ccc(Br)cc1F)c1cccnc1,-1,-54,9,0,-2,-51,3.6

The list goes on.
smiles,FN deposit inh,PAX8 reporter,miR-122 sensor,INS-1E GSIS act,DENV2 CPE rescue,EWS-Fli block,F508del corr
Cc1ccc(N(C)S(=O)(=O)c2cc3c(cc2C)NC(=O)CO3)cc1,4,-1,-2,-23,14,5,2.7
O=C(C[C@@H]1C=C[C@H](NS(=O)(=O)c2ccc(F)cc2)[C@H](CO)O1)N1CCN(c2ccccc2)CC1,·,0,-4[16.7 µM],-5,4,1,1.8
COc1cccc(NC(=O)Cn2nnc(C(=O)Nc3cc(Cl)ccc3OC)c2N)c1,-1,-1,-8,13,-4,·,1.0
COc1ccc(CCC2(C)NC(=O)N(C(C)C(=O)N3c4ccccc4CC3C)C2=O)cc1 (centres undefined),-6,7,·,-52,-1,0,1.8
N#C[C@@H]1[C@@H](c2ccc(/C=C/c3ccccc3)cc2)[C@@H](CO)N1C(=O)Cc1ccccn1,-8,-23,·,13,-14,-30,-1.5
CCS(=O)(=O)N[C@H]1CC[C@@H](CC(=O)NCc2ccccn2)O[C@H]1CO,6,-10,·,-3,8,3,-2.2
COc1ccc(-c2ccc3c(c2)[C@@H]2C[C@H](N(C)C(=O)Nc4ccccc4)[C@H]([C@H](C)O)C(=O)N2CC3)cc1,12,30,-1,-27,7,10,-3.7
NCCCn1c(C(=O)c2cc(Cl)c(N)c(Cl)c2)c2ccccc2[n+]1[O-],-10,-4,-9,10,20,13,-3.8
Cc1cc(N2CCN(c3ccccc3)CC2)n2ncnc2n1,-1,-6,·,·,-4,3,0.6

High-throughput results deposited in PubChem by Broad Institute.
